CHO parental Ca – ATP-evoked calcium signal inhibitors, parental CHO, primary screen, counter-screen for OX1R antagonist project, cell-based, fluorescence, Fluo-8 calcium dye; parental CHO-K1, ATP-induced calcium, Fluo-8 fluorescence; inhibition, % at 5.6 µM; actives 0.63% (n = 330,000); AID 463079, 2010;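 active = inhibition above that plate's mean sample inhibition plus 3 SD, cut at about 26% in these data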;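 also: 0% = ATP-challenged DMSO wells and 100% = DMSO wells without ATP; some compounds past the cut are filed as inactive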
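Test system: untransfected parental CHO cell line; also added: ATP stimulus; dosing: 5.6 µM, single dose; signal: calcium-sensitive Fluo-8 fluorescence; measure: percent inhibition of ATP-evoked calcium rise, normalized to controls; benchmarks: low control ATP plus DMSO, high control DMSO only; replication: one well per compound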
OXTR potentiator – human OXTR potentiators, primary screen, fluorescence, CHO-OTR cells, Fluo-8 calcium | Oxytocin receptor (Homo sapiens), P30559 | Fluo-8 calcium fluorescence, potentiator mode; 0% = oxytocin EC15, 100% = EC100 | activation, % at 3 µM | actives 0.061% (n = 320,000) | AID 2445, 2010;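 active = activation above that plate's cutoff, the mean activation of tested compounds plus 3 SD, cut at about 6.6% in these data, passing the limit was not always enough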;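 also: 100% uses oxytocin at 75 nM as the full agonist control; some results filed as inactive read as strong as hits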
Target sequence (P30559 whole entry, looked up): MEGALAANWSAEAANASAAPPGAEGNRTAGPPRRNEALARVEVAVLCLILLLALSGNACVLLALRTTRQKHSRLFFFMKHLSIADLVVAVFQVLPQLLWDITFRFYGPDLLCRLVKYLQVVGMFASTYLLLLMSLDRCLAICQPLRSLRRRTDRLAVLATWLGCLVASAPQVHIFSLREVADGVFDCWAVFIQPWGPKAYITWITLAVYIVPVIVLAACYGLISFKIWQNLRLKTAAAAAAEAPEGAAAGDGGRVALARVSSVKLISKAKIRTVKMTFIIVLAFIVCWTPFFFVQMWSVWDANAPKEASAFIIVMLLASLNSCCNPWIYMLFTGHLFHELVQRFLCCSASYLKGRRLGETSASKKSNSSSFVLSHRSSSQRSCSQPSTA
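assay system = CHO-OTR cells, human receptor | schedule = compound 6 min at room temperature before oxytocin, 100 s read | detection = Fluo-8 intracellular calcium fluorescence, ex 470-495, em 515-575 nm | evaluation = normalized max/min fluorescence ratio, % activation | control set = EC15 oxytocin alone as 0%, 75 nM oxytocin (EC100) as 100%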
TAAR1 antag – human TAAR1 antagonists, primary screen, Fluo-8 calcium fluorescence, CHO RD-HGA16 cells; antagonist; inhibition, % at 3 µM; actives 1.5% (n = 360,000);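 active = inhibition above a per-plate cutoff, the mean inhibition of test compounds on that plate plus 3 SD, cut at about 49% in these data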;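 also: 0% = DMSO plus EC80 beta-PEA response and 100% = DMSO alone without agonist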
Target sequence (Q96RJ0 whole entry, looked up): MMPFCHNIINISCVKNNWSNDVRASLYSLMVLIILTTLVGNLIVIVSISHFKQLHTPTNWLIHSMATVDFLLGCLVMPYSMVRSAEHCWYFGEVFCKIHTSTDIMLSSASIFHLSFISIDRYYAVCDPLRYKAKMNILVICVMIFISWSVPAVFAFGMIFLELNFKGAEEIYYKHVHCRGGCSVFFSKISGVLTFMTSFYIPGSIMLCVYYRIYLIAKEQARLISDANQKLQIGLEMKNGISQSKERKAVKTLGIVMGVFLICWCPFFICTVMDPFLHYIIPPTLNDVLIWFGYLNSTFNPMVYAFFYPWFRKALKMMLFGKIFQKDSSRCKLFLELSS
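Test system: hTAAR1-expressing CHO RD-HGA16 cells, Gα16-coupled; Probe or stimulus: EC80 β-phenethylamine stimulus; Compound dosing: single nominal final test compound concentration of 3 µM; Timing: 140 s kinetic read after compound, 140 s after agonist; Signal: Fluo-8 calcium-sensitive fluorescence; Measure: % inhibition of agonist calcium response; Controls: DMSO and EC80 PEA controls.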
CHO-K1 Ca PAM – nonselective calcium activators in parental CHO-K1 cells, primary screen, counter-screen for M1 PAM project, cell-based, Fluo-8 calcium fluorescence, full deck, 1536-well. ATP EC20; 0% at ATP EC20, 100% at ATP max. activation, % at 3 µM. actives 0.02% (n = 360,000). AID 602247, 2012;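 active = activation above the run cutoff, the mean activation of all test compounds plus 3 SD, cut at about 40% in these data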;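 also: peak over basal fluorescence ratio in a 140 s read after ATP addition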
OXTR agonist – human OXTR agonists, primary screen, fluorescence, CHO-OTR cells, Fluo-8 calcium | actives 0.32% (n = 320,000) | activation, % at 3 µM | Fluo-8 calcium fluorescence; normalized: DMSO 0%, oxytocin 100%;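 active = activation above the mean of all tested compounds plus 3 SD, cutoff set per screening run, cut at about 20% in these data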;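 also: peak over basal fluorescence ratio from a 100 s FLIPR kinetic read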
V1aR counter – agonists of human V1a receptor, primary screen, counter-screen for OXTR agonist project, fluorescence, CHO-V1R cells. Vasopressin V1a receptor (Homo sapiens), P37288. Fluo-8 calcium fluorescence, agonist mode; 0% DMSO, 100% 3 nM vasopressin. activation, % at 3 µM. actives 0.25% (n = 320,000). AID 2797, 2010;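 active = activation above the mean activation of all tested compounds plus 3 SD, per screening run, cut at about 20% in these data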;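 also: signal is peak over basal fluorescence ratio across a 100 second FLIPR read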
GPR7 antagonist – GPR7 receptor antagonists, primary screen, cell-based, fluorescence, single concentration; Neuropeptides B/W receptor type 1 (Homo sapiens), P48145; actives 1.1% (n = 290,000); inhibition, % at 4.4 µM; GPR7-expressing cells, fluorescence antagonist assay; AID 1861, 2009; in the data active = inhibition above about 16%, passing the limit was not always enough;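 also: cells stimulated with the agonist NPW; 0% = agonist with vehicle and 100% = vehicle without agonist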
Target sequence (P48145 whole entry, looked up): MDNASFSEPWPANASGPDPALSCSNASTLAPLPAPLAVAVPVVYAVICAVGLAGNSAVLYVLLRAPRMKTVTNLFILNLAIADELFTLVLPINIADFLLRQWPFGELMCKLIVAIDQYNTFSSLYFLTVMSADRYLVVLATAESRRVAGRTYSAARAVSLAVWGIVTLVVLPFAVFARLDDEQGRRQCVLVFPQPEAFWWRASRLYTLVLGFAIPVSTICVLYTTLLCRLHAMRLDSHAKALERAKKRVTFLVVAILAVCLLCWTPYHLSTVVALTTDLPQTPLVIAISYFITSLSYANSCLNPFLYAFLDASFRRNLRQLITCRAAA
CHO-K1 Ca antag – counter-screen for M1 antagonists: effect in parental CHO-K1 cells; actives 0.6% (n = 360,000); inhibition, % at 3 µM; ATP-induced calcium, Fluo-8 fluorescence;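 active = inhibition above a per-plate cutoff, the plate's mean sample inhibition plus 3 SD, cut at about 24% in these data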;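 also: 0% = DMSO plus EC80 ATP and 100% = DMSO alone without ATP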
M1 ag parental – counter-screen for M1 agonists: effect in parental CHO-K1 cells; Fluo-8 calcium fluorescence; scaled to maximal ATP response, vehicle zero; activation, % at 3 µM; actives 0.48% (n = 360,000); AID 602248, 2012; in the data active = activation above about 15%;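 also: untransfected CHO-K1 host cells lacking M1 receptor as counterscreen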
The depositor's hits bear a star; . = no result given.

SMILES | CHO parental Ca | OXTR potentiator | TAAR1 antag | CHO-K1 Ca PAM | OXTR agonist | V1aR counter | GPR7 antagonist | CHO-K1 Ca antag | M1 ag parental
Cn1c(N)c(S(=O)(=O)N2CCN(c3cccc(Cl)c3)CC2)c(=O)n(C)c1=O | -6 | -10 | 2 | 14 | 0.2 | -0.1 | -6 | -6 | 2.8
CCCN1CCC(N2CCCC(C(=O)O)C2)CC1 (stereo unspecified) | 5 | 3 | 2 | 9 | 0.2 | 0.3 | 1 | -9 | 0.5
CN(C)CCC=C1c2ccccc2C=Cc2ccccc21 | -12 | -8 | -13 | 34 | 5.1 | 1.9 | . | -20 | 3.8
O=C(CSc1n[nH]c(=O)n1C1CC1)NCc1ccccc1Cl | -2 | -13 | -15 | 18 | 1.3 | -0.3 | -8 | -13 | 0.6
CCOC(=O)N1CCN(C(=O)COCc2cc(-c3ccc4c(c3)OCO4)on2)CC1 | -8 | 2 | 13 | 24 | 0.6 | 1.7 | 0 | -12 | 1.9
Cc1ccc(S(=O)(=O)N2CCC(=O)N([C@H](COCc3ccc(C(F)(F)F)cc3)Cc3ccccc3)CC2)cc1 | . | . | 9 | 5 | . | . | . | -19 | 2.5
O=C(CN(C(=O)CSc1nc2ccccc2o1)c1ccccc1F)NC1CCCCC1 | -15 | -7 | -2 | -4 | -1.8 | -1.3 | -5 | -1 | -0.1
COc1c(C(C)C)oc2cc3oc(=O)ccc3cc12 | -11 | -7 | 4 | -4 | -1.3 | -1.9 | -10 | -5 | -0.4
Cc1ccc(-c2cc(C(=O)Nc3cnn(C(C)C)c3)no2)cc1 | 3 | -11 | 27 | 11 | 3.3 | 2.6 | -11 | -6 | 5.0
COc1ccc(NC(=O)C2CCCN(S(=O)(=O)c3c(C)[nH]c(=O)[nH]c3=O)C2)cc1Cl (stereo unspecified) | -5 | -4 | -16 | 20 | 0.1 | 0.1 | 11 | -8 | 0.3
Cc1cc(S(=O)(=O)N(Cc2ccc(C(C)(C)C)cc2)Cc2cccs2)ccc1-n1cnnn1 | -26 | -8 | -4 | -1 | 0.3 | 1.0 | -3 | -5 | 0.5
O=C(NC1CC1)c1ccc(C2SCC(=O)N2Cc2ccccc2)cc1 (stereo unspecified) | -8 | -3 | -4 | 13 | -0.1 | 1.3 | -3 | -7 | 0.7
CCCc1nnc(NC(=O)C2CC(=O)N(CCc3ccc(F)cc3)C2)s1 (stereo unspecified) | -14 | 2 | -5 | 7 | 0.7 | 0.4 | -10 | 2 | 0.4
Cc1ccc([C@H]2C[C@@H](O)[C@H](n3cc(C4CC4)nn3)CN2C(=O)C2CCCCC2)cc1 | . | . | -8 | 6 | . | . | . | 13 | 1.1
CCCc1nc(NC2CCCCC2)c(C#N)c2c1COC(C)(C)C2 | -11 | -5 | -34 | 19 | -1.2 | -0.1 | 3 | -24 | 0.2
N#Cc1nc(-c2cccs2)oc1N1CCN(c2ccccc2)CC1 | -7 | 1 | -24 | 11 | -0.3 | 0.0 | 2 | -7 | 4.1
Cc1ccc(S(=O)(=O)N2CCOCC2)cc1C(=O)NC(=S)N(Cc1ccccc1)C(C)C | -21 | -2 | -13 | 8 | -1.7 | -0.3 | -4 | 5 | 7.3
COc1cccc(-c2cc(NC=O)c3ncc(-c4cccc(C(=O)NCCN(C)C)c4)n3c2)c1 | . | . | -27 | 17 | . | . | . | -12 | -0.1
CCOc1ncccc1C(=O)OCC(=O)NC(=O)NC(C)C | -12 | -13 | 15 | -1 | -1.0 | -0.1 | -4 | -18 | 0.1
O=C(CNc1cccc2ccccc12)N/N=C/c1ccc([N+](=O)[O-])o1 | -2 | -7 | 12 | 15 | 1.8 | 0.4 | 4 | -6 | 2.2
O=C(NCc1ccco1)/C(=C/c1ccco1)NC(=O)c1ccc(Br)o1 | -2 | -1 | -1 | 14 | 0.4 | 0.4 | 3 | -11 | 0.5
O=C(NCc1nnnn1-c1ccc(F)c(F)c1)c1ccc2c(c1)OCO2 | -6 | 0 | -14 | 17 | 0.5 | -1.0 | . | -2 | 0.6
Cc1ccc(NC(=O)OCCNC(=O)OC(C)C)cc1 | -11 | -15 | 25 | 5 | -0.4 | 1.4 | -6 | -11 | 7.5
CCCn1c(SCC(=O)Nc2cccc(S(=O)(=O)N3CCCC3)c2)n[nH]c1=O | -4 | -2 | -23 | 11 | 0.1 | 0.2 | -5 | -2 | 0.2

The last six entries of the section before come first, to join the parts:
SMILES | CHO parental Ca | OXTR potentiator | TAAR1 antag | CHO-K1 Ca PAM | OXTR agonist | V1aR counter | GPR7 antagonist | CHO-K1 Ca antag | M1 ag parental
CCOc1ncccc1C(=O)OCC(=O)NC(=O)NC(C)C | -12 | -13 | 15 | -1 | -1.0 | -0.1 | -4 | -18 | 0.1
O=C(CNc1cccc2ccccc12)N/N=C/c1ccc([N+](=O)[O-])o1 | -2 | -7 | 12 | 15 | 1.8 | 0.4 | 4 | -6 | 2.2
O=C(NCc1ccco1)/C(=C/c1ccco1)NC(=O)c1ccc(Br)o1 | -2 | -1 | -1 | 14 | 0.4 | 0.4 | 3 | -11 | 0.5
O=C(NCc1nnnn1-c1ccc(F)c(F)c1)c1ccc2c(c1)OCO2 | -6 | 0 | -14 | 17 | 0.5 | -1.0 | . | -2 | 0.6
Cc1ccc(NC(=O)OCCNC(=O)OC(C)C)cc1 | -11 | -15 | 25 | 5 | -0.4 | 1.4 | -6 | -11 | 7.5
CCCn1c(SCC(=O)Nc2cccc(S(=O)(=O)N3CCCC3)c2)n[nH]c1=O | -4 | -2 | -23 | 11 | 0.1 | 0.2 | -5 | -2 | 0.2
Cc1ccc(SC(C)C(=O)NCc2ccc(F)cc2)cc1 (stereo unspecified) | -6 | 2 | -31 | 5 | -1.9 | -1.2 | -3 | -9 | 0.2
COc1ccc(CCNC(=O)Nc2ccc3nc([C@@H]4O[C@H](CO)[C@@H](O)[C@H](O)[C@H]4O)[nH]c3c2)cc1Br | . | . | 11 | 15 | . | . | . | 3 | 0.6
CCOC(=O)c1c(CN(CC)CC)n(C)c2cc(Br)c(O)cc12 | 3 | -3 | -23 | -7 | 1.1 | -0.4 | -8 | 11 | 0.1
Nc1ccc2oc3ccccc3c2c1 | -3 | -4 | -6 | -6 | -0.5 | 0.3 | -1 | -4 | 0.3
Cc1ccc(C)c(N2CCN(C(=O)C3CCN(c4nc(C)cc(C)n4)CC3)CC2)c1 | -23 | -9 | 41 | 6 | -2.3 | -1.0 | -19 | -9 | 4.7
O=C(CNCCC1=CCCCC1)Nc1ccccc1N1CCCCC1 | -13 | 1 | -32 | 22 | -0.8 | -0.8 | -6 | -23 | -0.2
CCOC(=O)c1[nH]ncc1[C@@H]1C[C@H]2CN(Cc3cccc(Cl)c3)C(=O)[C@]23CCCN13 | -15 | -3 | -2 | 18 | 0.3 | -0.1 | 1 | -12 | 0.3
O=C(CN1C(=O)NC2(CCc3ccccc32)C1=O)c1ccc(Br)s1 (stereo unspecified) | -19 | -8 | 8 | 15 | 5.4 | 4.8 | . | -23 | 3.7
CN1CCN(C(=O)CNC(=O)Cc2ccc(Cl)cc2)CC1 | 0 | -10 | 4 | 15 | 1.5 | -0.1 | -5 | -6 | -0.2
O=C(NC(N1CCOCC1)C(Cl)(Cl)Cl)c1cc([N+](=O)[O-])cc([N+](=O)[O-])c1 (stereo unspecified) | -6 | -3 | 13 | 13 | 0.7 | 0.5 | -11 | -12 | 0.8
COc1ccc(S(=O)(=O)N(C)CC(=O)N2CCOCC2)cc1Cl | -9 | -6 | -5 | 6 | -0.1 | 0.8 | -10 | -3 | 0.4
COC(=O)Cc1ccc2c3ccccc3n(C)c2c1 | -18 | -12 | -7 | 3 | -1.5 | -0.1 | -6 | -21 | 0.1
COc1ccc(NC(=O)N2CCOCC2)cc1OC | 2 | 4 | 6 | 10 | 0.5 | 7.7 | 3 | -7 | 0.5
COC(=O)c1ccc(/C=C2/C(=O)Oc3ccccc32)cc1 | -11 | -20 | -4 | 4 | -1.4 | -0.1 | 1 | -12 | 1.3
CN1CCc2c(OCc3ccc(F)cc3)cccc2C1=O | -7 | -9 | 1 | 16 | -1.9 | 0.0 | 10 | -5 | 8.3
CC1CC(C)(C)N2C(=O)C(=C(C#N)C#N)c3cccc1c32 (stereo unspecified) | -13 | 6 | -34 | 6 | -1.0 | 0.0 | -1 | 0 | -0.2
CC1CCCCC1NC(=O)c1ccc(S(=O)(=O)NCC2CCCO2)cc1 (stereo unspecified) | 1 | -12 | 6 | 7 | 0.4 | 0.7 | -5 | -6 | 0.4
CCCc1cc(Nc2ccccc2OCC)n2ncnc2n1 | -15 | 0 | -1 | -7 | -2.0 | -0.7 | -12 | 28* | 0.3
O=C(NCc1ccc(F)cc1)c1cc(C2CCCCN2C(=O)c2ccccc2)on1 (stereo unspecified) | . | . | -3 | 5 | . | . | . | -12 | 1.8
Cc1cccc(CSc2nnc(-c3ccco3)o2)c1 | -10 | -13 | 18 | 4 | -2.3 | -0.3 | 3 | -2 | 0.1
CN(C)S(=O)(=O)c1cccc(NC(=O)CCc2c[nH]c3ccccc23)c1 | -13 | -9 | 5 | 21 | 4.6 | 5.6 | -5 | -11 | 8.6
COCCNC(=O)CN(C(=O)CCC(=O)Nc1ccccn1)c1cc(C)ccc1C | -14 | 0 | -5 | -6 | 0.9 | 0.6 | -16 | 8 | -0.1
CCc1nnc(SCC(=O)NCCC2=CCCCC2)nc1CC | -21 | -1 | -14 | -12 | 0.5 | 0.2 | 12 | -1 | -0.1
Cc1ccc(C)c(C(O)c2ncc(-c3ccc(Cl)cc3)[nH]2)c1 (stereo unspecified) | . | . | 13 | 14 | . | . | . | -1 | 4.5
Cc1ccc(CC(=O)Nc2ccc(OC(F)F)c(Cl)c2)cc1C | -10 | -9 | 8 | 5 | -1.8 | 1.3 | -3 | 2 | 1.5
O=S1(=O)CC2N=C(N(Cc3ccc(F)cc3Cl)c3ccccc3F)SC2C1 (stereo unspecified) | -7 | 0 | -6 | 18 | 4.2 | 1.2 | -8 | -1 | 1.1

From PubChem BioAssay
